HKDC1 inhibitor: HKDC1 (human) hexokinase inhibition | Q2TB90 | recombinant HKDC1, G6PDH/diaphorase resazurin coupled fluorescence | inhibition, % at 20 µM | hit rate 0.16% among 340,000;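 active means inhibition above about 35% when tested at 20 µM, limit read from the data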;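 further: plate controls were DMSO wells with enzyme for no effect and DMSO wells lacking enzyme for full effect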
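Assay system: in-house recombinant HK5 (HKDC1) enzyme. Input: HKDC1 at 5 µg/mL. Medium: Tris pH 8.0 buffer with MgCl2, Tween-20, BSA, BME. Dosing: single 20 µM dose. Schedule: 90 min reaction incubation at room temperature, dark. Signal: resazurin-to-resorufin fluorescence via G6PDH and diaphorase coupling, 525/613 nm. Controls: DMSO-enzyme wells negative, buffer-substituted wells positive.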
SENP7 inh: SENP7 protease inhibition | recombinant SENP7, Z-RLRGG-aminoluciferin luminescence, 40 min | inhibition, % at 5 µM | hit rate 1.5% among 330,000;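 active means inhibition above about 50% at the single test dose, limit read from the data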;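 further: plate controls were DMSO with enzyme for no effect and no enzyme buffer wells for full effect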
NLRP3 yeast inh: inhibitors of NALP3 inflammasome in yeast; Yeast reconstituted NLRP3/ASC/caspase-1, beta-gal luminescence, 24 h; inhibition, % at 10 µM; hit rate 0.39% among 330,000; AID 2825;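 active means inhibition of 50% or more; inactive means inhibition below 50%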;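 further: plate controls were induced DMSO wells for no effect and uninduced yeast grown without galactose for full effect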
PfG6PD inh: PfG6PD (Plasmodium falciparum) enzyme inhibition. PfGluPho enzyme, NADPH resazurin-diaphorase fluorescence. inhibition, % at 20 µM. hit rate 0.78% among 350,000;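 active means inhibition reaching at least a set limit at 20 µM in the primary screen, cut at about 59% in these data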;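 further: 0% = DMSO wells with substrate and 100% = DMSO wells lacking glucose-6-phosphate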
SENP6 inh: inhibitors of human SENP6 protease; Q9GZR1; Recombinant SENP6 catalytic domain, aminoluciferin luminescence; inhibition, % at 10 µM; hit rate 1.8% among 330,000;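 active means inhibition above about 50% at the single tested dose, limit read from the data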;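 further: plate controls were DMSO wells with enzyme for no effect and DMSO wells lacking enzyme for full effect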
SENP1 inh: inhibitors of human SENP1 SUMO protease catalytic domain. Q9P0U3. recombinant SENP1 catalytic domain, CyPet-SUMO1-YPet FRET cleavage. inhibition, % at 10 µM. hit rate 0.21% among 360,000;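 active means inhibition at least 30% at 10 µM, raw YFP signal under a set limit, fluorescence ratio 0.5 to 1.5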;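 further: 0% = enzyme with DMSO and 100% = no enzyme wells; some results filed as inactive read as strong as hits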
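system = hSENP1 catalytic domain, recombinant | reagent = SFCypet-SUMO1-SFYpet substrate at 25 nM | doses = one dose per compound, 10 µM, 0.5% DMSO | incubation = enzyme reaction for 50 min at room temperature, dark | measured by = FRET, CFP and YFP emission | controls = no-enzyme low, enzyme-DMSO high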
SENP8 block-1: inhibitors of human SENP8 protease | purified SENP8, Z-RLRGG-aminoluciferin cleavage, luminescence | AID 2540 | hit rate 1.2% among 330,000 | Q96LD8 | inhibition, % at 10 µM; in the data active means inhibition above about 50%
SENP8 block-2: SENP8 (human) protease inhibition; Q96LD8; recombinant SENP8, Nedd8 substrate fluorescence; inhibition, % at 20 µM; hit rate 0.64% among 360,000; AID 602440; in the data active means inhibition mostly above about 40%, no sharp cut-off; inactive means mostly below about 27%
Apaf1 inhib: inhibitors of human Apaf-1 apoptosome; inhibition, % at 20 µM; AID 489030; O14727; hit rate 0.71% among 330,000; reconstituted apoptosome caspase-3 activity, DEVD-Rh110 fluorescence; active means inhibition of at least 40% at 20 µM;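 further: plate controls were DMSO wells for no effect and DEVD-CHO caspase inhibitor wells for full effect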
Target sequence (O14727 whole entry, looked up): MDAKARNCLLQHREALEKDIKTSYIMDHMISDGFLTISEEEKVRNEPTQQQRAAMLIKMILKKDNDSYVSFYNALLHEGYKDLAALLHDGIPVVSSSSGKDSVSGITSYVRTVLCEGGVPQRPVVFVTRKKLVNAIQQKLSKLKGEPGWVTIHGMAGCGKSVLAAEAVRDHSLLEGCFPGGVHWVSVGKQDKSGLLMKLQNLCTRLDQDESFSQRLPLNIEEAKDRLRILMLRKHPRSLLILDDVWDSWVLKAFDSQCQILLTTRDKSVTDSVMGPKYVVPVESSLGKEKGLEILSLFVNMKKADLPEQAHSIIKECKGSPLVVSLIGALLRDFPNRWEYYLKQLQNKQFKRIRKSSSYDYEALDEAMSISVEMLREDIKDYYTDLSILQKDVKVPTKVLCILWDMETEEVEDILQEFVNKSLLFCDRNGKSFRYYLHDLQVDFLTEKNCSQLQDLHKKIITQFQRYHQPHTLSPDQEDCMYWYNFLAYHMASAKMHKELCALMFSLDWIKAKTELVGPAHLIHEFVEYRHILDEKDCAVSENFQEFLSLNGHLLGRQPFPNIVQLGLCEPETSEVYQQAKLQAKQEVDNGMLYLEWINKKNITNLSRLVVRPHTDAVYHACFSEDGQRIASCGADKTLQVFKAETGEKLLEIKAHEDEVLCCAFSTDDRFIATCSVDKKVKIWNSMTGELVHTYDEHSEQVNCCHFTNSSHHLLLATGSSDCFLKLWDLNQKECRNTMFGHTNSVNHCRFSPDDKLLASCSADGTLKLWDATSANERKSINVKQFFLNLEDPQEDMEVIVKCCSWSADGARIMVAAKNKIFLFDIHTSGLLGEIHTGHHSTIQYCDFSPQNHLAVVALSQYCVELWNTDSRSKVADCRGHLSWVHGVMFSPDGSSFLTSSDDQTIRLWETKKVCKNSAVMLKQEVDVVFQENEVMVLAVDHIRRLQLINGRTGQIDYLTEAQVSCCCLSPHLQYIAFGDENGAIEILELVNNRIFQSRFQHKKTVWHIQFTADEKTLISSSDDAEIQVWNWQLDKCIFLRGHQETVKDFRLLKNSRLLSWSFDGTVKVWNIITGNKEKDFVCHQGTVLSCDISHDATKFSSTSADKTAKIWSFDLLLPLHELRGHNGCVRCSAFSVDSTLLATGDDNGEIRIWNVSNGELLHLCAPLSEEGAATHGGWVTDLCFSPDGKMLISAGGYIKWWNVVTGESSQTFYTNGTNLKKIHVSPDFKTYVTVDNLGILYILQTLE
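Material: cell-free apoptosome with Apaf-1, procaspase-3 and caspase-9; Buffer or medium: Hepes pH 7.5 with detergent and BSA; Reagent: cytochrome c trigger plus (Z-DEVD)2-Rh110 caspase-3 substrate; Times: compound with Apaf-1, dATP, procaspase-3 30 min, then 50 min reaction, room temperature; Technique: Rh110 fluorescence intensity.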
* marks the source's active call; other numbers are inactive results; . = not tested or not shown.

SMILES	HKDC1 inhibitor	SENP7 inh	NLRP3 yeast inh	PfG6PD inh	SENP6 inh	SENP1 inh	SENP8 block-1	SENP8 block-2	Apaf1 inhib
CC(C)(C)C(=O)Nc1ccnn1C1CCN(C(=O)c2cccc(Cl)c2)CC1	-11	0	-9	1	1	2	-1	0	3
O=C(NCc1ccc(Cl)cc1)C(=O)NCC1OCCN1S(=O)(=O)c1cc(F)ccc1F (stereo not drawn)	10	4	5	15	13	-4	2	-3	6
CCOC(=O)c1nn(-c2ccc3c(c2)OCO3)cc1O	-5	15	7	-26	0	3	0	-464	-2
COc1ccc2c(c1)C(c1ccc(N3CCOCC3)cc1)=NNC(c1cccnc1)=N2	12	7	0	-13	4	22	3	7	18
Cn1ccnc1SCC(=O)Nc1ccc2nc(SCC(=O)NC3CC3)sc2c1	0	0	9	23	-19	.	-7	.	-6
O=C(NNS(=O)(=O)c1ccccc1C(F)(F)F)c1cccc(S(=O)(=O)Nc2ccccc2Cl)c1	-4	0	5	15	0	2	1	12	6
CCC(=O)Nc1c(-c2ccc3ccccc3c2)nc2ccccn12	-2	-5	18	-15	-23	2	-6	-309	-1
O=C(Cc1cnc2ncnn2c1)N1CCc2c([nH]c3ccccc23)C1c1ccccn1 (stereo not drawn)	0	-5	13	-9	15	-15	-11	-4	-4
Cc1c(Cl)cccc1NC(=S)NC1CC1	2	3	-8	9	15	1	-7	14	1
Cc1[nH]c2ccccc2c1/C=C(\C#N)C(=O)NCc1ccccc1	-5	4	3	-5	-9	-53	-3	-9	2
c1ccc(-c2nc(N3CCOCC3)cc(N3CCOCC3)n2)cc1	-10	-3	16	-11	-5	1	-4	-6	-10
CS(=O)(=O)Nc1ccc(S(=O)(=O)NCCc2ccccc2)cc1	-8	-1	-7	-9	-11	2	-3	14	-15
CCN(CC)S(=O)(=O)c1ccc(N2CCN(C)CC2)c(NC(=O)CN2C(=O)NC3(CCCCC3)C2=O)c1	-3	.	.	-12	.	-2	.	-4	.
C/C(CC(=O)NC1CCCCC1)=N\NC(=O)Cc1ccc(-c2ccccc2)cc1	-11	2	20	2	-20	0	8	12	-8
CCOC(=O)CCn1c(=O)c2c(nc(Br)n2Cc2ccccc2)n(C)c1=O	-7	-6	0	-2	-15	1	3	35	-9
CC(=O)Nc1ccc2oc(-c3cc(F)c(F)cc3Cl)nc2c1	-1	67*	22	4	-5	-1	40	-291	-1
CC(Nc1nc(=S)nc(Nc2ccc(F)cc2)[nH]1)c1ccccc1 (stereo not drawn)	19	8	22	37	-1	1	-10	12	14
COc1ccc(-c2nc(CN(Cc3cnn(C)c3)C(C)C)c(C)o2)c(OC)c1	1	2	6	-3	8	-5	10	-20	-10
CCOC(=O)C1C(c2ccc(O)c(OC)c2)NC(=S)NC1(O)C(F)(F)F (stereo not drawn)	2	0	5	-12	4	1	10	2	-6
Oc1cccc(/C=N/Nc2ncnc3c2ncn3Cc2ccccc2)c1	-2	2	-4	-12	14	0	0	-3	-5
O=c1[nH]cnc2c1ncn2[C@@H]1O[C@H](CO)[C@@H](O)[C@H]1O	0	0	16	-5	-20	0	-11	3	5
Cc1onc(-c2ccccc2)c1C(O)c1ccc(F)cc1 (stereo not drawn)	1	12	-2	0	11	2	-4	6	2
CCOC(=O)C(C(=O)OCC)C(=O)c1cc(OC)c(OC)c(OC)c1	0	-5	17	-19	-9	1	3	21	-8
NC(=O)c1ccc(NC(=O)COC(=O)CCCc2c[nH]c3ccccc23)cc1	-5	-2	12	-6	6	-1	2	6	-15
COc1ccc(NC(=O)c2ccc3c(SCC(=O)O)c4c(nc3c2)CCCC4)c(OC)c1	-1	11	13	-16	2	7	3	-4	13
O=C(c1cccc(S(=O)(=O)Nc2ccccc2Cl)c1)N1CCCCCC1	1	-1	20	-32	8	1	0	16	22
Cc1ccc(OCCNC(=O)c2ccc(NC(=O)CC3SC(N4CCCC4)=NC3=O)cc2)cc1 (stereo not drawn)	-2	2	19	10	-7	1	-3	20	9
CCCc1cc(=O)oc2c(C)c(OCC(=O)N3CCC(C(=O)O)(c4ccccc4)CC3)ccc12	-3	-14	10	-10	8	-7	-2	0	10
Cc1ccc(S(=O)(=O)Nc2ccc3nc(-c4cccn4C)[nH]c3c2)cc1	0	-2	14	21	-9	-3	2	-44	6
CN(CC(=O)NC1CC(C)(C)NC(C)(C)C1)S(=O)(=O)c1cc(Cl)ccc1Cl	5	2	18	5	-10	4	0	9	-2
CCOc1ccc(NC(=S)N2CCn3c(nc4ccccc43)C2)cc1	.	-3	0	.	-11	.	0	.	2
Cn1c(CSCc2ccc(Cl)c(Cl)c2)n[nH]c1=S	20	-3	-2	52	-12	2	-5	9	9
CC(C)CC(=O)NC(=S)Nc1nc(-c2cccc3ccccc23)cs1	1	9	19	9	-3	1	0	21	7
COc1cc(OC)cc(C(=O)Nc2ccc(S(=O)(=O)N3CCOCC3)cc2)c1	0	-4	21	17	-9	0	4	11	3
O=C(O)c1ccc(/C=N/Nc2ccc(S(=O)(=O)N3CCCC3)cc2[N+](=O)[O-])cc1	-2	6	12	-10	-6	4	-1	31	-5
COc1ccc(NC2CCCN(C(=O)c3ccc(CSC)o3)C2)cc1OC (stereo not drawn)	8	15	-6	33	9	1	-3	18	1
O=C(COC(=O)c1cnccn1)c1ccc(Br)cc1	-6	-4	1	-8	-25	3	-9	18	3
CC(NC(=O)CN(C)Cc1ccc(Br)cc1)c1ccccc1 (stereo not drawn)	5	-1	12	-9	-14	1	-8	21	9
Fc1ccc(-c2nnn3c2nc(NCc2ccccc2)c2ccccc23)cc1	-6	-2	-4	-1	-2	-43	-9	-445	-3
O=C(c1cccc(N2C(=O)C3CC=CCC3C2=O)c1)N1CCCCCC1 (stereo not drawn)	-12	0	15	-3	-2	1	1	11	9
Cc1nnc(NC(=O)CCn2cnc3ccccc3c2=O)s1	-5	-3	-5	3	2	1	3	13	-1
CCc1ccc(-n2c(C)cc(/C=N/NC(=O)c3ccncc3)c2C)cc1	-4	2	17	27	1	0	5	-25	7
Cc1ccc(Oc2ncnc(N)c2[N+](=O)[O-])cc1	6	6	2	1	-12	2	2	18	-11
O=C(O)CNS(=O)(=O)c1ccc2c3c(cccc13)C(=O)N2	9	-11	-3	16	-18	-78	-8	-438	1
CN1CCCN(Cc2ccccc2Br)CC1	-8	5	26	-4	35	2	-2	10	3
CCCCc1c(O)nc(SCC(=O)N2CCOCC2)n(-c2ccccc2C)c1=O	0	8	23	-23	-7	-1	0	21	13
C=C(C(=O)Oc1c(C(C)(C)C)cccc1C(C)(C)C)c1ccccc1	1	6	11	2	-14	-1	-4	12	3
CCOC(=O)CCC(=O)c1c(C)oc2ccc(OC)cc12	0	5	19	3	-38	4	9	12	6
O=C(NCc1ccccn1)c1ccc(CNS(=O)(=O)c2cccc(Cl)c2)cc1	-5	1	-5	-3	1	-2	1	16	4
Cc1ccc2c(c1)C1CCCC3C1N2CC(=O)N3Cc1ccccc1 (stereo not drawn)	.	0	5	.	5	.	8	.	18
COc1ccc(/C=C2\SC(=O)N(CC(=O)NC3C=CS(=O)(=O)C3)C2=O)cc1 (stereo not drawn)	-1	3	9	-13	3	1	-5	-1	-2
O=C(NC1(C(F)(F)F)NC(=O)N(C2CCCCC2)C1=O)c1cccs1 (stereo not drawn)	-3	-10	11	-1	-42	1	1	4	5
CCOc1ccccc1NC(=O)CN1C(=O)COc2ccccc21	-9	4	2	3	10	1	0	12	6
CCOCCOC(=O)c1cccc(NC(=O)OCC)c1	-1	1	24	4	-13	1	4	21	-1
CCN1CCN(CC(=O)Nc2ccc(C)c(Br)c2)CC1	-6	-3	11	-8	-8	1	-6	11	-4
CCN(CC)S(=O)(=O)c1ccc(C(=O)NCc2n[nH]c(=S)n2-c2ccc(Cl)c(Cl)c2)cc1	-3	1	22	20	-18	0	-7	4	13
O=C(CCc1nc2ccccc2c(=O)[nH]1)NNC(=O)c1ccc(Cl)cc1	-5	-4	18	7	3	-5	4	8	0
COc1ccc(CCn2c(=N)c(S(=O)(=O)c3ccc(C)cc3)cc3c(=O)n4ccccc4nc32)cc1	-3	-2	14	-1	9	-36	5	-227	7

By substructure, the compounds so far containing a Cl atom.
SMILES	HKDC1 inhibitor	SENP7 inh	NLRP3 yeast inh	PfG6PD inh	SENP6 inh	SENP1 inh	SENP8 block-1	SENP8 block-2	Apaf1 inhib
CC(C)(C)C(=O)Nc1ccnn1C1CCN(C(=O)c2cccc(Cl)c2)CC1	-11	0	-9	1	1	2	-1	0	3
O=C(NCc1ccc(Cl)cc1)C(=O)NCC1OCCN1S(=O)(=O)c1cc(F)ccc1F (stereo not drawn)	10	4	5	15	13	-4	2	-3	6
O=C(NNS(=O)(=O)c1ccccc1C(F)(F)F)c1cccc(S(=O)(=O)Nc2ccccc2Cl)c1	-4	0	5	15	0	2	1	12	6
Cc1c(Cl)cccc1NC(=S)NC1CC1	2	3	-8	9	15	1	-7	14	1
CC(=O)Nc1ccc2oc(-c3cc(F)c(F)cc3Cl)nc2c1	-1	67*	22	4	-5	-1	40	-291	-1
O=C(c1cccc(S(=O)(=O)Nc2ccccc2Cl)c1)N1CCCCCC1	1	-1	20	-32	8	1	0	16	22
CN(CC(=O)NC1CC(C)(C)NC(C)(C)C1)S(=O)(=O)c1cc(Cl)ccc1Cl	5	2	18	5	-10	4	0	9	-2
Cn1c(CSCc2ccc(Cl)c(Cl)c2)n[nH]c1=S	20	-3	-2	52	-12	2	-5	9	9
O=C(NCc1ccccn1)c1ccc(CNS(=O)(=O)c2cccc(Cl)c2)cc1	-5	1	-5	-3	1	-2	1	16	4
CCN(CC)S(=O)(=O)c1ccc(C(=O)NCc2n[nH]c(=S)n2-c2ccc(Cl)c(Cl)c2)cc1	-3	1	22	20	-18	0	-7	4	13
O=C(CCc1nc2ccccc2c(=O)[nH]1)NNC(=O)c1ccc(Cl)cc1	-5	-4	18	7	3	-5	4	8	0

Some of the entries above in another layout.
Values in the order – HKDC1 inhibitor	SENP7 inh	NLRP3 yeast inh	PfG6PD inh	SENP6 inh	SENP1 inh	SENP8 block-1	SENP8 block-2	Apaf1 inhib
> CC(NC(=O)CN(C)Cc1ccc(Br)cc1)c1ccccc1 (stereo not drawn)
 : 5	-1	12	-9	-14	1	-8	21	9
> Fc1ccc(-c2nnn3c2nc(NCc2ccccc2)c2ccccc23)cc1
 : -6	-2	-4	-1	-2	-43	-9	-445	-3

Bioassay records from PubChem BioAssay.
